Compound activity from PubChem.
TNAP inh noacc – TNAP (human) inhibition, acceptor-free conditions. P05186. purified TNAP, CDP-star luminescence, 30 min. inhibition, % at 20 µM. 200,000 compounds, 0.26% hits. AID 1012;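 active means tissue-nonspecific alkaline phosphatase inhibition above about 50% at 20 µM in the single-dose screen, limit read from the data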;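 further: 0% = DMSO negative control and 100% = EDTA positive control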
Target sequence (P05186 whole entry, looked up): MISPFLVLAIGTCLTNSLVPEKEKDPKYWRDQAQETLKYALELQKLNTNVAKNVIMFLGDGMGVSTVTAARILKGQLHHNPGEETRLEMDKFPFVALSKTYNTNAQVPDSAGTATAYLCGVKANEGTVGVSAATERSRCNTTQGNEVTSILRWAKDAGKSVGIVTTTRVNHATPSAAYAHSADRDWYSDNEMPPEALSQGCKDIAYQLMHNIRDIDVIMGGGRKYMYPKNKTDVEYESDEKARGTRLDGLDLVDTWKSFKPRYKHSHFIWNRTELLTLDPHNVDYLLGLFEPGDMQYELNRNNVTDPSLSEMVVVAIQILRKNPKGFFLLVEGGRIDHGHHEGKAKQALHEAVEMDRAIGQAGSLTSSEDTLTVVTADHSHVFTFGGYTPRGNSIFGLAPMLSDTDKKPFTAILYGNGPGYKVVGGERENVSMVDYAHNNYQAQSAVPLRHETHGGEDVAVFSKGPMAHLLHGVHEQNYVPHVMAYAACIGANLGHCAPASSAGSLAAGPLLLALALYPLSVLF
PPARg SRC-3 ag – promotes SRC-3 coactivator recruitment by human PPARgamma; biochemical PPARgamma/SRC-3 coactivator recruitment assay; AID 731; P37231; activation, % at 8 µM; 200,000 compounds, 0.26% hits; in the data active means activation above about 23%;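 further: 0% = DMSO and 100% = reference agonist; some compounds past the cut are filed as inactive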
Target sequence (P37231 whole entry, looked up): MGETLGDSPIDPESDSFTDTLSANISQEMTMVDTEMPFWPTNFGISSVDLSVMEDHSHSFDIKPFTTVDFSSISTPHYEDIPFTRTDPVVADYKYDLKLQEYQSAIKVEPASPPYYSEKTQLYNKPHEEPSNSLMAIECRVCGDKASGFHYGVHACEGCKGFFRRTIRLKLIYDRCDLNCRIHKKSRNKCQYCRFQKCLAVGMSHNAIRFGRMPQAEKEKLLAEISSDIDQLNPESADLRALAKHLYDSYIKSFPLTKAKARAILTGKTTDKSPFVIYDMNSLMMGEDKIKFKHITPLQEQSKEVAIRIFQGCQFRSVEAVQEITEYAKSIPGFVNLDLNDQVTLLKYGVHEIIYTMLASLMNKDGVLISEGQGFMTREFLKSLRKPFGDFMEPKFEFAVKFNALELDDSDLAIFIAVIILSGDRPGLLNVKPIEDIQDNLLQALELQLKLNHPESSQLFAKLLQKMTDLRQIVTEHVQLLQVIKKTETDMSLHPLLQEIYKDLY
PPARg SRC-2 ag – agonists of SRC-2 recruitment by human PPARgamma; P37231; PPARgamma LBD-SRC-2 recruitment, biochemical; activation, % at 8 µM; 200,000 compounds, 0.34% hits; AID 1032; in the data active means activation above about 22%;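 further: 0% = vehicle and 100% = reference agonist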
PPARg SRC1 recr – promotes SRC-1 coactivator recruitment by human PPARgamma; PPARgamma-SRC-1 coactivator recruitment biochemical assay; P37231; 200,000 compounds, 0.41% hits; activation, % at 8 µM; in the data active means activation above about 19%;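 further: 0% = DMSO and 100% = reference agonist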
bIAP inh – intestinal alkaline phosphatase (bovine) inhibition; purified bovine IAP, CDP-star luminescence, 30 min; inhibition, % at 20 µM; 190,000 tested, under 10 active; AID 1019;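 active means over 50% inhibition of intestinal alkaline phosphatase at 20 µM in the single-dose screen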
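Incubation: 30 min reaction at room temperature / Material: purified bovine intestinal alkaline phosphatase (IAP) enzyme / Input: enzyme at 1/65,000,000 dilution / Dosing: 20 µM single dose / Signal: CDP-star luminescence signal / Reagent: CDP-star chemiluminescent phosphatase substrate, 30 µM final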
TNAP act hiacc – activators of human TNAP at high phosphate acceptor concentration; 200,000 tested, under 10 active; activation factor at 20 µM; P05186; AID 1136; purified TNAP, CDP-star luminescence, 1 M DEA, 30 min; hits give high values; 0 = EDTA background, 1 = DMSO-only activity;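 active means activation factor at least 2 at 20 µM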
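system = human TNAP | amount = enzyme diluted 1/800 final | reagent = 100 µM CDP-star substrate | signal = luminescent substrate turnover signal | dosing = one dose, 20 µM | benchmarks = EDTA negative control, DMSO positive control | measure = activation factor | timing = 30 min reaction, room temperature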
Efa HMGR inh – E. faecalis class II HMG-CoA reductase inhibition; inhibition, % at 10 µM; 190,000 compounds, 0.41% hits; purified E. faecalis HMGR, NADPH absorbance 340 nm kinetic; AID 1066;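 active means inhibition above a set limit, the median over all tested compounds plus 3 SD, cut at about 9.5% in these data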;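 further: enzyme runs in reverse so mevalonate oxidation gives rising NADPH absorbance; 0% = complete reaction with DMSO and 100% = background rate lacking mevalonate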
bIAP act – intestinal alkaline phosphatase (bovine) activation | activation factor at 20 µM | purified bovine IAP, CDP-star luminescence, 30 min; hits give high values; fold of DMSO-control signal, blank-subtracted | 200,000 compounds, 0.17% hits;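 active means activation factor of 2 or more at 20 µM, a signal rise over negative controls twice the positive control's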
TNAP inh hi DEA – inhibitors of human TNAP at high phosphate acceptor concentration. P05186. purified TNAP, CDP-star luminescence, 1 M DEA. inhibition, % at 20 µM. 200,000 compounds, 0.03% hits. AID 1135;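 active means over 50% inhibition of tissue-nonspecific alkaline phosphatase at 20 µM in the single-dose screen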;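 further: plate controls were DMSO wells for no effect and EDTA-quenched wells as full inhibition for full effect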
TR-FRET SRC-2 ct – TR-FRET artefact, counter-screen to PPARgamma/SRC-2 agonist assay. hits give high values. TR-FRET ratio at 8 µM. 200,000 compounds, 0.4% hits. AID 1049; in the data active means TR-FRET ratio above about 2000; further: inactives centre near 1500
The depositor's hits bear a star.

Results for CCCNC(=O)C(Cc1ccccc1)NS(=O)(=O)c1ccc2c(c1)c(=O)n(C)c(=O)n2C (centres undefined) ?
TNAP inh noacc: -15; PPARg SRC-3 ag: -10; PPARg SRC-2 ag: -6; PPARg SRC1 recr: -3; bIAP inh: 10; TNAP act hiacc: 1.1; Efa HMGR inh: -8; bIAP act: 0.9; TNAP inh hi DEA: -8; TR-FRET SRC-2 ct: 1353

Results for CCOc1ccc(-c2nc(C#N)c(N3CCN(CC)CC3)o2)cc1 ?
TNAP inh noacc: -11; PPARg SRC-3 ag: -9; PPARg SRC-2 ag: -7; PPARg SRC1 recr: 4; bIAP inh: -3; TNAP act hiacc: 1; Efa HMGR inh: -4; bIAP act: 1; TNAP inh hi DEA: -3; TR-FRET SRC-2 ct: 1400

What do the screens show for `COc1cccc(OC)c1C(=O)Nc1ccc2c3c(cccc13)CC2`?
TNAP inh noacc: -13; PPARg SRC-3 ag: 6; PPARg SRC-2 ag: -2; PPARg SRC1 recr: 3; bIAP inh: 0; TNAP act hiacc: 1; Efa HMGR inh: -2; bIAP act: 1; TNAP inh hi DEA: -4; TR-FRET SRC-2 ct: 1645

What do the screens show for `COC(=O)c1ccccc1NC(=O)/C=C/C(=O)O`?
TNAP inh noacc: -2; PPARg SRC-3 ag: 5; PPARg SRC-2 ag: -9; PPARg SRC1 recr: 4; bIAP inh: 7; TNAP act hiacc: 1; Efa HMGR inh: -3; bIAP act: 0.9; TNAP inh hi DEA: -1; TR-FRET SRC-2 ct: 1725

What do the screens show for `COc1ccc(C)cc1N(CC(=O)Nc1cccnc1)S(=O)(=O)c1ccccc1`?
TNAP inh noacc: -6; PPARg SRC-3 ag: 0; PPARg SRC-2 ag: -6; PPARg SRC1 recr: -7; bIAP inh: 4; TNAP act hiacc: 1.1; Efa HMGR inh: -5; bIAP act: 1; TNAP inh hi DEA: -6; TR-FRET SRC-2 ct: 1308

How did CCn1cc(Cl)c(C(=O)Nc2ccc(OC)c(OC)c2)n1 do in these assays?
TNAP inh noacc: -12; PPARg SRC-3 ag: 4; PPARg SRC-2 ag: 2; PPARg SRC1 recr: -2; bIAP inh: 10; TNAP act hiacc: 0.9; Efa HMGR inh: 0; bIAP act: 0.9; TNAP inh hi DEA: 7; TR-FRET SRC-2 ct: 1640

What do the screens show for `CC(NC(=O)c1ccccc1NC(=O)CSc1nnnn1C)c1ccccc1` (centres undefined)?
TNAP inh noacc: -14; PPARg SRC-3 ag: 1; PPARg SRC-2 ag: 0; PPARg SRC1 recr: -3; bIAP inh: 9; TNAP act hiacc: 1; Efa HMGR inh: -8; bIAP act: 0.9; TNAP inh hi DEA: -4; TR-FRET SRC-2 ct: 1403

How did COc1ccc(C)cc1NC(=O)C(c1ccccc1)N1CCNC(=O)C1 (centres undefined) do in these assays?
TNAP inh noacc: -9; PPARg SRC-3 ag: 2; PPARg SRC-2 ag: 4; PPARg SRC1 recr: -1; bIAP inh: -1; TNAP act hiacc: 1.1; Efa HMGR inh: -10; bIAP act: 1; TNAP inh hi DEA: -7; TR-FRET SRC-2 ct: 1738

How did CC(=O)NCC1=C(NC(C)=O)C2CC1C(C)(C)C2C (centres undefined) do in these assays?
TNAP inh noacc: -8; PPARg SRC-3 ag: 6; PPARg SRC-2 ag: 11; PPARg SRC1 recr: -2; bIAP inh: -4; TNAP act hiacc: 1; Efa HMGR inh: 0; bIAP act: 1; TNAP inh hi DEA: -2; TR-FRET SRC-2 ct: 1645

What do the screens show for `CCC(C)NC(=O)CC(NS(=O)(=O)c1ccc(Cl)cc1)c1ccco1` (centres undefined)?
TNAP inh noacc: -8; PPARg SRC-3 ag: 0; PPARg SRC-2 ag: 4; PPARg SRC1 recr: 10; bIAP inh: 9; TNAP act hiacc: 1; Efa HMGR inh: -2; bIAP act: 0.9; TNAP inh hi DEA: -5; TR-FRET SRC-2 ct: 1379

Results for COC(=O)c1ccccc1NC(=O)c1cc2sccc2n1C ?
TNAP inh noacc: -10; PPARg SRC-3 ag: -2; PPARg SRC-2 ag: -2; PPARg SRC1 recr: 5; bIAP inh: 25; TNAP act hiacc: 1.1; Efa HMGR inh: -8; bIAP act: 0.8; TNAP inh hi DEA: -6; TR-FRET SRC-2 ct: 1377

How did CC(CC(=O)N1CCN(c2ccc(C(F)(F)F)cn2)CC1)n1ccnc1 (centres undefined) do in these assays?
TNAP inh noacc: -3; PPARg SRC-3 ag: -1; PPARg SRC-2 ag: 6; PPARg SRC1 recr: 4; bIAP inh: 0; TNAP act hiacc: 1; Efa HMGR inh: 0; bIAP act: 1; TNAP inh hi DEA: 1; TR-FRET SRC-2 ct: 1666

What do the screens show for `O=C1N/C(=C/c2cccn2-c2ccc(F)cc2)C(=O)N1Cc1ccccc1F`?
TNAP inh noacc: -19; PPARg SRC-3 ag: -2; PPARg SRC-2 ag: 9; PPARg SRC1 recr: 2; bIAP inh: 13; TNAP act hiacc: 1; Efa HMGR inh: 4; bIAP act: 0.9; TNAP inh hi DEA: 0; TR-FRET SRC-2 ct: 1391

How did Cc1noc(C)c1S(=O)(=O)Nc1ccc(C(=O)NC2CCCCC2C)cc1 (centres undefined) do in these assays?
TNAP inh noacc: -8; PPARg SRC-3 ag: 2; PPARg SRC-2 ag: 1; PPARg SRC1 recr: -2; bIAP inh: 6; TNAP act hiacc: 1; Efa HMGR inh: -1; bIAP act: 0.9; TNAP inh hi DEA: -4; TR-FRET SRC-2 ct: 1420

How did COc1ccc(-c2cc(NCCc3ccncc3)n3ncnc3n2)cc1 do in these assays?
TNAP inh noacc: -13; PPARg SRC-3 ag: 1; PPARg SRC-2 ag: -2; PPARg SRC1 recr: -5; bIAP inh: 14; TNAP act hiacc: 1.1; Efa HMGR inh: 0; bIAP act: 0.9; TNAP inh hi DEA: -8; TR-FRET SRC-2 ct: 1457

How did O=C(CCS(=O)(=O)c1ccc(Br)cc1)N1CCN(c2ccc(Cl)cc2)CC1 do in these assays?
TNAP inh noacc: -7; PPARg SRC-3 ag: 15; PPARg SRC-2 ag: 2; PPARg SRC1 recr: 9; bIAP inh: 4; TNAP act hiacc: 1; Efa HMGR inh: 1; bIAP act: 1; TNAP inh hi DEA: -3; TR-FRET SRC-2 ct: 1522

How did CC(=O)c1ccc(OC(=O)C(CCS(C)(=O)=O)N2C(=O)c3ccccc3C2=O)cc1 (centres undefined) do in these assays?
TNAP inh noacc: -4; PPARg SRC-3 ag: 8; PPARg SRC-2 ag: 3; PPARg SRC1 recr: -1; bIAP inh: 1; TNAP act hiacc: 1; Efa HMGR inh: 1; bIAP act: 1; TNAP inh hi DEA: 0; TR-FRET SRC-2 ct: 1559

Results for CCOC(=O)Cn1c(=O)oc2ccc(C)cc21 ?
TNAP inh noacc: -7; PPARg SRC-3 ag: 1; PPARg SRC-2 ag: -4; PPARg SRC1 recr: -2; bIAP inh: -27; TNAP act hiacc: 1; Efa HMGR inh: 2; bIAP act: 1.3; TNAP inh hi DEA: -3; TR-FRET SRC-2 ct: 1452

Results for COc1ccccc1CCNC(=O)CSc1nnc2ccc(-c3cccnc3)nn12 ?
TNAP inh noacc: -6; PPARg SRC-3 ag: 2; PPARg SRC-2 ag: -1; PPARg SRC1 recr: 4; bIAP inh: -9; TNAP act hiacc: 1; Efa HMGR inh: -2; bIAP act: 1.1; TNAP inh hi DEA: -2; TR-FRET SRC-2 ct: 1564

What do the screens show for `Cc1cccc(N2CCN(C(=O)CCCSc3nc4ccccc4[nH]3)CC2)c1C`?
TNAP inh noacc: -2; PPARg SRC-3 ag: -17; PPARg SRC-2 ag: 0; PPARg SRC1 recr: 0; bIAP inh: -7; TNAP act hiacc: 1.1; Efa HMGR inh: 0; bIAP act: 1.1; TNAP inh hi DEA: -7; TR-FRET SRC-2 ct: 1584

How did CCN(c1ccccc1)S(=O)(=O)c1ccc(NC(=O)c2ccco2)cc1 do in these assays?
TNAP inh noacc: -6; PPARg SRC-3 ag: 11; PPARg SRC-2 ag: 8; PPARg SRC1 recr: 6; bIAP inh: 11; TNAP act hiacc: 1.1; Efa HMGR inh: 5; bIAP act: 0.9; TNAP inh hi DEA: -5; TR-FRET SRC-2 ct: 1597

How did COc1ccccc1CNC(=O)c1ccc(N2CCOCC2)c([N+](=O)[O-])c1 do in these assays?
TNAP inh noacc: -2; PPARg SRC-3 ag: -3; PPARg SRC-2 ag: -6; PPARg SRC1 recr: -4; bIAP inh: 14; TNAP act hiacc: 1; Efa HMGR inh: -3; bIAP act: 0.9; TNAP inh hi DEA: 1; TR-FRET SRC-2 ct: 1413

How did CCOC(=O)c1ccc(-n2ccnc2)c(NC(=O)c2cccc(Br)c2)c1 do in these assays?
TNAP inh noacc: 1; PPARg SRC-3 ag: 1; PPARg SRC-2 ag: -1; PPARg SRC1 recr: -10; bIAP inh: 32; TNAP act hiacc: 1; Efa HMGR inh: 4; bIAP act: 0.7; TNAP inh hi DEA: 3; TR-FRET SRC-2 ct: 1692

What do the screens show for `Cc1ccc(Nc2nc3ccccc3c(=O)[nH]2)cc1C`?
TNAP inh noacc: 0; PPARg SRC-3 ag: 0; PPARg SRC-2 ag: 0; PPARg SRC1 recr: 7; bIAP inh: 1; TNAP act hiacc: 1; Efa HMGR inh: -9; bIAP act: 1; TNAP inh hi DEA: 4; TR-FRET SRC-2 ct: 1466

Results for Nc1nc2n(n1)C(c1cccc(Br)c1)CC(c1ccc(F)cc1)N2 (centres undefined) ?
TNAP inh noacc: -4; PPARg SRC-3 ag: -2; PPARg SRC-2 ag: 2; PPARg SRC1 recr: 1; bIAP inh: 8; TNAP act hiacc: 1; Efa HMGR inh: 2; bIAP act: 0.9; TNAP inh hi DEA: -2; TR-FRET SRC-2 ct: 1335

Results for CC(C(=O)N1CCCC1)N1CCN(c2ccccc2O)CC1 (centres undefined) ?
TNAP inh noacc: -10; PPARg SRC-3 ag: 4; PPARg SRC-2 ag: 10; PPARg SRC1 recr: 13; bIAP inh: -4; TNAP act hiacc: 1; Efa HMGR inh: -3; bIAP act: 1; TNAP inh hi DEA: -4; TR-FRET SRC-2 ct: 1645

How did O=C(CCn1c(=O)c2sccc2n(CC(=O)OCc2ccccc2)c1=O)NCc1ccccc1 do in these assays?
TNAP inh noacc: -3; PPARg SRC-3 ag: 0; PPARg SRC-2 ag: 3; PPARg SRC1 recr: 0; bIAP inh: 13; TNAP act hiacc: 1; Efa HMGR inh: -4; bIAP act: 0.9; TNAP inh hi DEA: 2; TR-FRET SRC-2 ct: 1392
